Assay outcomes from PubChem.
RGS4 inhibitor = human RGS4 inhibition | P49798 | Transcreener GDP fluorescence polarization, RGS4-accelerated GTP hydrolysis | Potency, µM (highest dose often 114 µM), for inactives: at the top dose activity change, negative = inhibition, actives largely listed as inhibitors | 0.039% of 390,000 active | AID 504845; note: % is set by controls: 0 for no effect and ±100 for the full control effect; nearly all actives have a fitted effect of over 75% in size; some results filed as inactive show a strong effect at the top dose
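MLSMR compounds (23 nl, pin-transferred) preincubated 10 min at room temperature with a 500nM (2x) first reagent, then RGS4 at 900nM (2x) plus Transcreener GDP mix added; fluorescence polarization (620/688 nm) read before and after 90 min at 30 °C.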
PGK inhibitor = T. brucei PGK inhibition; P07378; PGK/GAPDH coupled, Kinase-Glo luminescence, 60 min; Potency, µM (highest dose often 57.5 µM), for inactives: top-dose activity change, negative = inhibition, actives largely listed as inhibitors; 0.043% of 380,000 active; note: % is set by controls: 0 for no effect and ±100 for the full control effect; nearly all actives have a fitted effect of over 60% in size
Target sequence (P07378 whole entry, looked up): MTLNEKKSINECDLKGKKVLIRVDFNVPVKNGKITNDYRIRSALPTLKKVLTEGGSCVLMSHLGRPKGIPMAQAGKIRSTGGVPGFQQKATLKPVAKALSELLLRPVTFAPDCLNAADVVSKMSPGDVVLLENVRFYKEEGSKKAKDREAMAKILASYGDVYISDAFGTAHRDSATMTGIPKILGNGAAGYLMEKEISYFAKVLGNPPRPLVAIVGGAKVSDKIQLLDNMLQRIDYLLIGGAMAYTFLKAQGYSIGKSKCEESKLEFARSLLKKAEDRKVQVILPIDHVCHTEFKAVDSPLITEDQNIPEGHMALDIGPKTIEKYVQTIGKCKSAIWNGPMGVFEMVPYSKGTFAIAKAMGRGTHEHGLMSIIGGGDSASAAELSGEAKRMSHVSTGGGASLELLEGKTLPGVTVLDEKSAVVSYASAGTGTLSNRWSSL
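Recombinant glycosomal PGK reaction used 1,3-bisphosphoglycerate generated in-well by GAPDH (100nM final) in 100mM TEA pH 7.6, 5mM MgCl2, 0.01% Tween-20. After 60 minutes at room temperature, ATP was read by Kinase-Glo Plus luminescence end-point.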
ERG Ets-DNA blk = blocks human ERG Ets domain binding to DNA | P11308 | fluorescence polarization, His-ERG Ets domain / labelled DNA | Potency, µM (doses to about 76.9 µM), without a hit: at the top dose FP activity, negative = inhibition, actives largely listed as inhibitors | 0.028% of 370,000 active; active = well fitted inhibition curve with a large enough effect in the polarisation, with a control signal flat; inconclusive = small, poorly fitted or top-dose-only effect, or effect the other way, or a change in a side signal; inactive = no such curve, though single readings can be large or run the other way; the % refers to the polarisation;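 note: polarization taken with two DNA probes labelled with fluorescein and Texas red; % of control where 0% means no effect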
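His-tagged ERG Ets domain (1 uM in the protein solution; 300mM KCl, 50mM Tris-HCl, 1mM EDTA, 1mM DTT, pH 7.5) received compound, then a probe mix of 5 nM fluorescein-DNA and 100nM Texas-615-DNA. Fluorescence polarization was read for both dyes.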
GLS inhibitor = inhibitors of human glutaminase (GLS); O94925; GLS enzymatic activity, qHTS titration; Potency, µM (doses to about 45.5 µM), for inactives: at the highest dose activity change, negative = inhibition, actives largely listed as inhibitors; 0.21% of 410,000 active; note: % is set by controls: 0 for no effect and ±100 for the full control effect
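Read-out is an Amplex red fluorescence increase coupled through glutamate oxidase and HRP, measured before and after 30 min room-temperature incubation. hKGA is in 45 mM KH2PO4 (pH 8.2) with 0.02% Tween-20; glutamine added as 1mM solution.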
12-LOX inh = inhibitors of human 12S-lipoxygenase ALOX12; P18054; purified 12hLO, xylenol orange hydroperoxide absorbance; Potency, µM (doses to about 108 µM), without a hit: at the top dose activity change, negative = inhibition, hits mostly inhibitors; 1.1% of 580,000 active; AID 1671190; note: % is set by controls: 0 for no effect and ±100 for the full control effect
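Purified human 12hLO (150 nM final) in 25 mM Hepes, 0.01% Triton X-100, pH 7.0 was preincubated 15 min at room temperature with compound. Then 40 uM arachidonic acid was added, 30 min. Hydroperoxide was read by Fe-XO absorbance ratio 573/405 nm.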
TrxR1 inh = inhibitors of rat thioredoxin reductase 1. O89049. Potency, µM (doses to about 114 µM), inactives show at the top dose activity change, negative = inhibition, hits mostly inhibitors. AID 588453. recombinant rTrxR1, NADPH fluorescence consumption, selenite substrate. 1% of 390,000 active; note: % is set by controls: 0 for no effect and ±100 for the full control effect; nearly all actives have a fitted effect of over 65% in size
Target sequence (O89049 whole entry, looked up): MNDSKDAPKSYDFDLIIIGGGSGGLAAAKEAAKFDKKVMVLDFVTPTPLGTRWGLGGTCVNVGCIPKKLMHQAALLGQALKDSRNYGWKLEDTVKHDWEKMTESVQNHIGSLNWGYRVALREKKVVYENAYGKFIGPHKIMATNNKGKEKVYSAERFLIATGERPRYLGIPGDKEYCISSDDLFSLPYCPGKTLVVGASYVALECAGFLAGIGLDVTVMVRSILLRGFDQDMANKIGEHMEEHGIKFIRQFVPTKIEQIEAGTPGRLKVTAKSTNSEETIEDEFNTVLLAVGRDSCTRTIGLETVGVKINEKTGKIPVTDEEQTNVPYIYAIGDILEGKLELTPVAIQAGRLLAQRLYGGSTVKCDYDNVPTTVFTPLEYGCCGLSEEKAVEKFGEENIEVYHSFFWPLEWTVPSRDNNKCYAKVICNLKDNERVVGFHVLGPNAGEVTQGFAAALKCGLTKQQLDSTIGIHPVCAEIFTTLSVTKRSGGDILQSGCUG
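Rat TrxR1 (90 nM in the dispensed reagent) was pre-reduced with 400 uM NADPH for 5 min at room temperature, then incubated with compound for 15 min. After 400 uM selenite was added, NADPH fluorescence (Ex 340/Em 450 nm) was followed for 8 min.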
JMJD2A Tudor = inhibitors of human JMJD2A Tudor domain. O75164. AlphaScreen JMJD2A-Tudor / H3K4me3 peptide binding. Potency, µM (highest dose often 114 µM), inactives show at the highest dose activity change, negative = inhibition, actives largely listed as inhibitors. 4.4% of 390,000 active. AID 504339; note: % is set by controls: 0 for no effect and ±100 for the full control effect; nearly all actives have a fitted effect of over 50% in size
Pin1 inh = inhibitors of human Pin1. Q13526. Potency, µM (top dose mostly 115 µM), for the others: top-dose activity, negative = inhibition, hits mostly inhibitors. 0.009% of 390,000 active. Pin1 FP peptide displacement, HiFluor488, 10 min; active = well fitted inhibition curve with a large enough effect in the polarisation, with a control signal flat, not every such curve was filed as active; inconclusive = small, poorly fitted or top-dose-only effect, or effect the other way, or a change in a side signal; inactive = no such curve, though single readings can be large or run the other way; the % refers to the polarisation; note: % is set by controls: 0 for no effect and ±100 for the full control effect
HP1b binding inh = blocks HP1-beta chromodomain binding to methylated histone tails; Potency, µM (titrated, usually from 114 µM), for the others: top-dose activity change, negative = inhibition, hits mostly inhibitors; AlphaScreen HP1-beta / biotin-H3K9me3 peptide binding; 0.56% of 390,000 active; P83916; note: nearly all actives have a fitted effect of over 70% in size; inactives centre near 23
Target sequence (P83916 whole entry, looked up): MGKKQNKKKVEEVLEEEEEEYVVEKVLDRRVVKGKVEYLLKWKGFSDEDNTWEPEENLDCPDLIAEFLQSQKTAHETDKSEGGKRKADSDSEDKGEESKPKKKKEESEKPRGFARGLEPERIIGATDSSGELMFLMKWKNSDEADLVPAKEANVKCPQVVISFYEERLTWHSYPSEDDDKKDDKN
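Compound inhibition of the preformed complex between 50 nM HP1-beta and 50 nM biotinylated H3K9me3 peptide was read by AlphaScreen. Buffer was PBS pH 7.4 with 0.01% Tween-20. Incubations ran 30 min at room temperature, with 10 ug/mL donor/acceptor beads.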
Active calls of the source: *; i = inactive; ? = inconclusive; . = no result given; [ ] = dose if it differs, or a comment. Unless noted, calls come from the whole dose curve; as a rule, active = well fitted curve in the direction sought with a large enough effect; inconclusive = small, poorly fitted or top-dose-only effect, or another doubt; inactive = no such curve, though single readings can be large; an effect the other way counts as inactive or inconclusive. Potency is the fitted concentration of half-maximal effect.

SMILES	RGS4 inhibitor	PGK inhibitor	ERG Ets-DNA blk	GLS inhibitor	12-LOX inh	TrxR1 inh	JMJD2A Tudor	Pin1 inh	HP1b binding inh
CCCCN(C(=O)COC(=O)c1nc2nc(C)cc(C)n2n1)C1CCS(=O)(=O)C1 (stereo unspecified)	-4.0%	0.2%	-3.1%	6.7%	1.5%	29.1%	-1.7%	-1.5%	34.6%[activator]
COC(=O)C[C@H](NC(=O)Cn1cnc2c(OCc3ccccc3)ncnc21)C(=O)OC	3.7%	-2.2%	-3.0%	2.9%	16.9%	31.6%	-19.4%	-1.0%	32.7%
O=C(Nc1ccc(F)cc1)Nn1cnnc1	1.1%	i	-2.9%	-1.0%	-2.0%	14.8%	-14.4%	-6.1%	27.3%
COc1cc(C)c(Br)cc1S(=O)(=O)N1CCCC1	-1.6%	-7.4%	2.8%	0.8%	0.0%	8.1%[57.1 µM]	-0.4%	-2.3%	47.8%[activator]
CCN(CC)c1ccc(/C=N/Nc2nc3ccccc3[nH]2)c(O)c1	-19.8%	i	9.7%	17.0%	?	-22.6%	50.1µM*	1.0%	-16.2%
CCOC(=O)C1=C(COC(=O)c2cccnc2SC)NC(=O)NC1C (stereo unspecified)	-0.1%	-0.3%	1.4%	-4.2%	?	9.1%	-8.1%	-1.8%	28.7%
COc1ccc(N2C(=O)CC(NCc3ccc(F)cc3)C2=O)cc1 (stereo unspecified)	-10.6%	-2.6%	3.3%	6.4%	?	-8.3%	-13.0%	-1.4%	23.9%
O=C(NCC(=O)N1CCN(Cc2ccccc2)CC1)c1ccc(Br)o1	-8.0%	-6.2%	-3.0%	-6.4%	3.0%	12.4%	-4.1%	-5.6%	36.7%
Cc1ccccc1NC(=O)CSc1nc2n(n1)CCCCC2	-42.4%	i	-0.5%	-1.0%	-6.8%	-2.0%	8.2%[57.1 µM]	-6.6%	11.2%
O=C(CCC(=O)c1ccc(F)cc1)NC1CCCN(Cc2ccccc2F)C1 (stereo unspecified)	24.7%	-4.9%	-17.2%	1.4%	9.0%	37.7%[2.29 µM]	-12.0%	4.7%	28.4%
CCc1ccc(N(CC)C(=O)Cn2nc(Cc3cccnc3)c3ccccc3c2=O)cc1	-3.2%	i	-2.3%	-11.3%	-13.5%	9.3%	-30.1%	-0.5%	22.4%
CC(C)NC(=O)CCS(=O)(=O)c1cccc2nonc12	-18.5%	i	5.2%	1.5%	-14.4%	-31.6%[57.1 µM]	-2.2%	-0.4%	28.5%
CC(C)(C)C(=O)Cn1c(=O)n(-c2ccc(F)cc2F)c(=O)c2sccc21	-15.4%	-0.7%	-1.2%	0.5%	-2.0%	33.0%	-0.7%	-0.3%	28.4%
Cc1cc(C)cc(NC(=O)CN(C)S(=O)(=O)c2ccc3c(c2)CCC(=O)N3)c1	0.6%	-0.3%	0.0%	-13.2%	?	10.1%	-5.4%	-1.4%	29.8%
O=C(NC1=NCCS1)C1CCCCC1	2.7%	-3.2%	-1.0%	-2.6%	-12.7%	11.7%[57.1 µM]	-9.8%	4.2%	20.2%
CCn1nnc(-c2ccccc2NC(=O)c2cc(OC)cc(OC)c2)n1	-14.4%	-4.5%[11.5 µM]	.	-2.2%	22.4%	32.5%[activator]	16.1%	2.8%	88.2%[activator]
O=C(NCCCN1CCCC1=O)c1nnc(Cc2c(F)cccc2Cl)o1	-10.3%	-0.6%	-12.7%	-0.5%	5.2%	-1.2%	-6.3%	-0.9%	30.4%
CCCCc1ccc(-c2nc(-c3ccncc3)no2)cc1	-38.4%	i	-2.1%	-22.2%	137.9%[activator]	17.1%[57.1 µM]	19.2%	1.1%	40.9%[activator]
Cn1c(SCC(=O)Nc2cc(S(=O)(=O)N3CCOCC3)ccc2N2CCOCC2)nnc1-c1ccncc1	15.3%	-0.4%	0.2%	7.9%	-1.1%	10.5%[57.1 µM]	-11.4%	-8.3%	16.8%
Cc1ccc(-n2cc(-c3ccccc3)c3c(N4CCN(C)CC4)ncnc32)cc1	-6.1%	-5.9%	-3.4%	8.6%	-3.5%	14.8%[57.1 µM]	?	0.7%	?
CC1(C)CC(=O)C(C=NCCO)=C(O)C1	-10.6%[11.4 µM]	i	-5.8%	29.6%	16.4%	11.3%[57.1 µM]	?	-0.5%	-6.1%
COCCCNC(=O)C(=O)Nc1c2c(nn1-c1cccc(Cl)c1)CSC2	-14.0%	-8.0%	6.7%	14.8%	-6.0%	15.6%[57.1 µM]	-1.6%	2.9%	30.7%
CCCn1nnc(NC(=O)c2ccccc2Cl)n1	4.6%	-2.1%	.	-2.8%	-8.0%	14.6%	-12.7%	2.3%	8.4%
COCCCNC(=O)CSc1nc2ccccc2c(=O)n1CCc1ccc(S(N)(=O)=O)cc1	30.9%	-4.9%	-4.3%	2.4%	0.0%	7.8%	-10.3%	-0.4%	15.4%
Cc1ccc(S(=O)(=O)Nc2ccc(C(=O)N3CCOCC3)cc2)cc1	-7.7%	i	18.0%	-4.6%	19.5%	13.2%[57.1 µM]	-11.2%	-7.2%	5.9%
O=C1C=C(NCc2ccccc2)CCC1	17.5%	0.1%	6.4%	8.6%	4.2%	5.9%	-14.1%	-2.3%	20.1%
O=[N+]([O-])c1ccccc1/C=C/C=N/n1c(-c2cc(-c3ccccc3)n[nH]2)n[nH]c1=S	-37.5%	-14.8%	20.2%	0.0%	?	0.3%[11.4 µM]	50.1µM*	-0.9%	1.1%
Cc1cccc(-n2cccc2)c1C#N	-17.4%	0.5%	4.7%	0.9%	4.4%	7.2%[57.1 µM]	-18.6%	-9.5%	22.3%
COc1cc2c(cc1OC)C1=CC(=O)C(=O)N1C(C)(C)C2	-8.5%	-1.3%	2.4%	-2.0%	-27.6%	-0.8%[57.1 µM]	-8.6%	?	31.0%
O=C(/C=C/c1ccccc1)OCc1cncs1	-17.9%	-9.1%	-7.3%	-0.8%	-4.2%	8.2%	9.0%	-2.9%	50.7%[activator]
CCc1ccc(C(=O)OCC(=O)N(CCOC)c2c(N)n(Cc3ccccc3)c(=O)[nH]c2=O)cc1	-45.5%	-0.2%	11.2%	-7.5%	-20.1%	-9.5%	-2.8%	4.1%	20.4%
CCOC(=O)C1=CCC2c3c(c4ccccc4n3C)C(=O)C1N2C(=O)OC(C)(C)C (stereo unspecified)	7.9%	1.6%	-1.0%	2.3%	-7.3%	2.1%	-21.4%	-0.2%	17.6%
CCc1nccn1CCC(=O)NC1CC(C)(C)Cc2c1cnn2-c1ccc(OC)cc1 (stereo unspecified)	-7.7%	-12.5%	5.4%	-3.3%	?	20.3%	-9.7%	0.5%	23.9%
Cc1ccc(OCC(=O)NNC(=O)[C@@H]2CCCC[C@@H]2C(=O)O)c(Br)c1	11.8%	-4.0%	16.2%	-2.7%	12.5%	17.4%	4.5%	-2.2%	45.5%[activator]
CCOc1ccc(S(=O)(=O)NCC(c2ccco2)S(=O)(=O)c2ccc(C)cc2)cc1 (stereo unspecified)	0.0%	-6.0%	-0.5%	0.2%	-28.4%	1.0%[57.1 µM]	-6.8%	8.8%	39.3%[activator]
CC1Cc2cc(S(=O)(=O)CCC(=O)N3CCN(c4ccccc4)CC3)ccc2N1C(=O)C1CC1 (stereo unspecified)	-10.1%	i	13.7%	2.8%	-0.1%	-4.9%	-13.4%	1.5%	18.5%
Cc1ccc2c(c1)N(C(=O)CCC(=O)N1CCN(c3ccccn3)CC1)CCO2	19.5%	-12.9%	1.0%	3.6%	-2.3%	2.5%[57.1 µM]	-6.8%	-5.9%	14.9%
CSCCC1NC2(C(=O)Nc3c2ccc(Cl)c3C)[C@@H]2C(=O)N(C3CCCC3)C(=O)[C@H]12 (stereo partly specified)	-9.0%	i	-1.4%	-3.2%	?	23.4%	?	0.5%	-16.1%
O=C(NCCc1ccccc1Cl)c1ccc2nc3ccccc3c(=O)n2c1	13.8%	5.0%	4.5%	1.7%	0.0%	2.5%	-7.0%	10.9%	40.0%[activator]
CC(=O)Nc1cccc(NC(=O)c2cc(-c3ccccn3)nc3ccc(Cl)cc23)c1	17.2%	-0.4%	2.6%	3.0%	-20.5%	3.2%	-13.7%	0.7%	16.0%

Looked up by structure from the list above, 2 records:
SMILES	RGS4 inhibitor	PGK inhibitor	ERG Ets-DNA blk	GLS inhibitor	12-LOX inh	TrxR1 inh	JMJD2A Tudor	Pin1 inh	HP1b binding inh
COCCCNC(=O)CSc1nc2ccccc2c(=O)n1CCc1ccc(S(N)(=O)=O)cc1	30.9%	-4.9%	-4.3%	2.4%	0.0%	7.8%	-10.3%	-0.4%	15.4%
CCn1nnc(-c2ccccc2NC(=O)c2cc(OC)cc(OC)c2)n1	-14.4%	-4.5%[11.5 µM]	.	-2.2%	22.4%	32.5%[activator]	16.1%	2.8%	88.2%[activator]

The results go on:
SMILES	RGS4 inhibitor	PGK inhibitor	ERG Ets-DNA blk	GLS inhibitor	12-LOX inh	TrxR1 inh	JMJD2A Tudor	Pin1 inh	HP1b binding inh
O=S(=O)(c1cc(Cl)ccc1Cl)n1cccn1	-21.4%	i	1.1%	9.3%	-12.4%	22.6%[57.1 µM]	5.2%	1.5%	44.7%[activator]
CCN(CC)S(=O)(=O)c1ccc(-c2nnc(SCC(=O)Nc3cc(OC)cc(OC)c3)o2)cc1	-1.8%	i	-4.3%	4.7%	-18.2%	9.0%	-25.2%	-7.4%	12.8%
O=S1(=O)N=C(Nc2ccc(N3CCOCC3)cc2)c2ccccc21	-34.8%	-7.9%	-7.8%	42.5%[activator]	0.9%	5.1%	-9.6%	-0.4%	25.7%
CCOc1cc(/C=C2\N=C(C)OC2=O)cc(Cl)c1OCC(=O)OC	-47.4%	-0.1%	1.9%	-2.3%	-12.4%	?	-10.0%	-1.3%	-19.6%

A portion of the library (hit frequency here may not be typical).
